WRN helicase inh = qHTS for Inhibitors of WRN Helicase; 360,000 compounds, 0.46% hits; WRN helicase unwinding, fluorescent forked duplex, kinetic; AID 651768, 2012; Potency, µM (highest dose often 114 µM), for the others: at the top dose activity change, negative = inhibition, usual class: inhibitors; Bifunctional 3'-5' exonuclease/ATP-dependent helicase WRN (Homo sapiens), Q14191; further: potency means the concentration at half of the fitted maximal effect; on the % scale 0 is the no-effect control and ±100 the full control effect; nearly all actives have a fitted effect of over 55% in size
Target sequence (Q14191 whole entry, looked up): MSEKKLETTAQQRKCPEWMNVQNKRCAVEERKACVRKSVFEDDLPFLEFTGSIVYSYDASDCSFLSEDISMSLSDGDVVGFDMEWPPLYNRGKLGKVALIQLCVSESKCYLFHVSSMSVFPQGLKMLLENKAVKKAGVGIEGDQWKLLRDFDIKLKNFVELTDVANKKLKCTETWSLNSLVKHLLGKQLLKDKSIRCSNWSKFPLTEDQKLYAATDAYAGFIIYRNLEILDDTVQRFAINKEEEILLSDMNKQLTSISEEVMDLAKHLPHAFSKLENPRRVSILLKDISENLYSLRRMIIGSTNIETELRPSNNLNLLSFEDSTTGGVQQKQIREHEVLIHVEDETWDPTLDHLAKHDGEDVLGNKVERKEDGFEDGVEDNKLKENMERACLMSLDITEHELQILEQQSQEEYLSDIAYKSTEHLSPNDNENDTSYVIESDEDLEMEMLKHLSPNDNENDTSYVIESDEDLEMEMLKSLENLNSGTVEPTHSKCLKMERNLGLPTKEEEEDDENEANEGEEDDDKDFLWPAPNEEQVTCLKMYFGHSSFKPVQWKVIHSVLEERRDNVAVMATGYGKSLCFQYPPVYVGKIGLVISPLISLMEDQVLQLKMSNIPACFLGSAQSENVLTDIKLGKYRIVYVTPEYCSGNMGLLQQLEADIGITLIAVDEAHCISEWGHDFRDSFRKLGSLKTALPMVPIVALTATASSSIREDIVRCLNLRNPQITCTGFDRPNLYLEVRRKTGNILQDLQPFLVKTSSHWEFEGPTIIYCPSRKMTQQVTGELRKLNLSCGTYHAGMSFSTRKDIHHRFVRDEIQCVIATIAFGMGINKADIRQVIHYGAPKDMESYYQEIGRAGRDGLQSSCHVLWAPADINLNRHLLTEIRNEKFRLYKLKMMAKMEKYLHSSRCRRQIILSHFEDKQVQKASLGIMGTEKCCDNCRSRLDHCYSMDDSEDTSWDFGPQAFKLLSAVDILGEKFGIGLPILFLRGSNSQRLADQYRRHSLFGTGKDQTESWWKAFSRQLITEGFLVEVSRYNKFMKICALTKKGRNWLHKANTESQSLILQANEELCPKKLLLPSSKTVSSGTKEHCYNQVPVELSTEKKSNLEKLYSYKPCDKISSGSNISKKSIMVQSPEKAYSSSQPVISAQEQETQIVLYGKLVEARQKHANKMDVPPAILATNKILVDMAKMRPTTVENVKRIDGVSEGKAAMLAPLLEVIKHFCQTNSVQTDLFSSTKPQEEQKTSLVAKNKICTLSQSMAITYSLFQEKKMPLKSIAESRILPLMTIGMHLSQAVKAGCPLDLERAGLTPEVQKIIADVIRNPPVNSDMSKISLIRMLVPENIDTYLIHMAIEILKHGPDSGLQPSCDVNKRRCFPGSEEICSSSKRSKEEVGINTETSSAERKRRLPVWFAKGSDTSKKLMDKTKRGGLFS
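WRN at 20 nM final was preincubated with compound for 15 min at room temperature; reaction started with 100 nM forked duplex oligonucleotide carrying fluorophore and quencher plus 2 mM ATP (final). Unwinding followed kinetically by red fluorescence (ex 525/em 598 nm).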
D3 ag = qHTS of D3 Dopamine Receptor Agonist: qHTS | D3R DiscoveRx beta-arrestin cells, luminescence, 90 min | D(3) dopamine receptor (Homo sapiens), P35462 | AID 652048, 2013 | 410,000 compounds, 0.58% hits | max activation, %; in the data active means max activation above about 30%; further: 0% is about no effect; mostly tested at two doses, the higher about 12 µM
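Agonist-mode cell screen: cells plated at 1500/well and incubated overnight at 37 °C, then exposed to library compounds for 90 min at 37 °C. Detection reagent was added for 30–60 min at room temperature, and luminescence was read.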
DRD3 antagonist = qHTS of D3 Dopamine Receptor Antagonist: qHTS. 360,000 compounds, 2.5% hits. D3R cells, DiscoveRx beta-arrestin luminescence, antagonist mode; active compounds read low. D(3) dopamine receptor (Homo sapiens), P35462. AID 652054, 2013. max response, negative = inhibition, %; in the data active means max response below about -50%; inconclusive means no clear call, values can overlap the other calls; further: on the % scale 0 is the no-effect control and ±100 the full control effect; mostly tested at two doses, the higher about 12 µM
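Cells plated overnight at 1500 cells/well, then exposed to library compounds with dopamine controls for 90 minutes at 37 degrees C. DiscoveRx reagent added for 30–60 minutes at room temperature; luminescence read, quantitative HTS format.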
IL2 activator = qHTS of IL-2 Activators; IL-2 activation reporter assay, cell-based qHTS; stimulated with anti-CD3/CD4/CD28 beads; in transgenic mouse T cells; activation, % (series mostly up to about 46 µM); 360,000 compounds, 0.065% hits; AID 652025, 2013; in the data active means activation above about 50%; inconclusive means mostly about 30% to 49%; further: 0% is about no effect
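Using fluorescent plate cytometry, EGFP and DsRed are detected in transgenic mouse T cells stimulated 18 h at 37 degrees C with antibody-coated beads after 60 min compound pretreatment.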
GLP-1R agonist = qHTS of GLP-1 Receptor Agonists | Glucagon-like peptide 1 receptor (Homo sapiens), P43220 | Potency, µM (doses to about 45.6 µM), for inactives: top-dose activation, most hits filed as activators | 380,000 compounds, 0.007% hits | AID 624172, 2012 | HEK293 GLP-1R CRE-luciferase, luminescence, 4-6 h; cells express a hypersensitive GLP-1R form; further: potency means the concentration at half of the fitted maximal effect; % of control where 0% means no effect
GLP1R cytotox = qHTS of GLP-1 Receptor Inverse Agonists: Cytotox Screen; HEK293 cAMP-luciferase reporter cells, luminescence, 24 h; Potency, µM (highest dose often 38.3 µM), inactives show at the top dose activity change, negative = inhibition, usual class: inhibitors; 410,000 compounds, 0.13% hits;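 further: loss of luciferase light is scored as toxicity; potency means the concentration at half of the fitted maximal effect; on the % scale 0 is the no-effect control and ±100 the full control effect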
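MLSMR compounds, 24 hr on cells at 37 deg C/5% CO2; luminescence after luciferase reagent (12 min RT). Inhibition counted as the undesired cytotoxic outcome.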
GLP-1R inv ag = qHTS of GLP-1 Receptor Inverse Agonists (Inhibition Mode). Glucagon-like peptide 1 receptor (Homo sapiens), P43220. HEK293 GLP-1R CRE-luciferase, luminescence, 24 h; GLP-1R form is constitutively active. Potency, µM (highest dose often 38.3 µM), for the others: at the highest dose activity change, negative = inhibition, actives largely listed as inhibitors. 410,000 compounds, 1.6% hits. AID 624417, 2012; further: potency means the concentration at half of the fitted maximal effect; on the % scale 0 is the no-effect control and ±100 the full control effect; nearly all actives have a fitted effect of over 55% in size
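Readout was luciferase luminescence, measured 12 min after detection reagent at room temperature. Beforehand, GLP-1R reporter HEK293 cells had sat 12 h, then received compounds for 24 hr at 37 deg C.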
PLK1 PBD inh = qHTS for Inhibitors of PLK1-PDB (polo-like kinase 1 - polo-box domain): Primary Screen; AID 720504, 2013; Potency, µM, for inactives: max response, negative = inhibition, actives largely listed as inhibitors; 360,000 compounds, 2.8% hits; Plk1 PBD binding of FITC phosphopeptide, fluorescence polarization; further: potency means the concentration at half of the fitted maximal effect; series mostly up to about 57 µM; on the % scale 0 is the no-effect control and ±100 the full control effect; nearly all actives have a fitted effect of over 65% in size
PI5P4K alpha inh = qHTS for Inhibitors of phosphatidylinositol 5-phosphate 4-kinase (PI5P4K); Phosphatidylinositol 5-phosphate 4-kinase type-2 alpha (Homo sapiens), P48426; PI5P4Kalpha enzyme, ADP-Glo luminescence, 60 min; active compounds read low; max response, %; 330,000 compounds, 1.2% hits; AID 652105, 2013; active means max response of -50% or lower; inconclusive means between -30% and -50%; inactive means -30% or higher; further: value at the top dose of about 77 µM; on the % scale 0 is the no-effect control and ±100 the full control effect
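ADP-Glo luminescence end-point after a 60 min room-temperature kinase reaction. PI5P4Kalpha and substrate in HEPES pH 7.4 buffer with EGTA, 0.1% CHAPS and 5% DMSO; ATP at 5 microM final.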
* marks the source's active call; other numbers are inactive results; ? = inconclusive; / = no result given; [ ] = another dose, or the depositor's remark. Unless noted, the call rests on the fitted dose curve; in most records, active means well fitted curve in the direction sought with a large enough effect; inconclusive means small, poorly fitted or top-dose-only effect, or another doubt; inactive means no such curve, though single readings can be large; an effect the other way counts as inactive or inconclusive.

SMILES	WRN helicase inh	D3 ag	DRD3 antagonist	IL2 activator	GLP-1R agonist	GLP1R cytotox	GLP-1R inv ag	PLK1 PBD inh	PI5P4K alpha inh
CC1(C(=O)Nc2ccc3c(c2)OCCO3)CSCC(=O)N1CC(F)(F)F (stereo unspecified)	0%	-6	-7	0.1	/	-14%	13%	-6%	5
CCC(CO)NCc1ccc(OCC(=O)Nc2cccc(C(F)(F)F)c2)c(OC)c1 (stereo unspecified)	0%	-5	-5	-3.4	2%	-19%	?	-1%	16
O=C1NC(=O)C(c2ccc(Cl)cc2)N1 (stereo unspecified)	-1%	-5	19	1.0	-3%	-3%	17%	4%	2
CN(C)c1ccc(/C=C(\C#N)C(=O)OCC(=O)N(C)C2CCS(=O)(=O)C2)cc1 (stereo unspecified)	10%	-4	0	0.2	4%	-13%	5%	29%	2
CC(C)OCCCn1c(=NC(=O)c2ccncc2)c(C#N)cc2c(=O)n3ccccc3nc21	5%	10	25	1.7	-13%	39%[activator]	2%	0%	/
CCCC(=O)Nc1cccc(Oc2nc(C)cc(C)c2C#N)c1	-5%	-1	29	0.2	11%	8%	8%	-2%	2
Cc1ccc(OC(C)C(=O)N2CCN(c3ccccn3)CC2)cc1 (stereo unspecified)	-3%	3	14	1.2	14%	-3%	6%	27µM*	?
Cc1ccc(S(=O)(=O)Oc2ccccc2)cc1	-3%	-8	13	0.4	9%	-7%	?	-3%	2
COc1ccc(S(=O)(=O)N(C)CC(=O)N2CCCC2)cc1Cl	2%	6	10	0.0	18%	-9%	6%	-1%	-2
COc1ccccc1OCc1ccc(C(=O)NCC2CCCO2)o1 (stereo unspecified)	11%	-5	4	0.2	4%	3%	0%	-9%	-8
O=C(NC1(C(F)(F)F)N=C2SCCN2C1=O)c1ccccc1F (stereo unspecified)	-1%	-7	-4	0.8	-1%	-28%	15%	3%	-2
CCc1nnc(NC(=O)C2CCN(S(=O)(=O)Cc3ccccc3)CC2)s1	-4%	1	14	-0.3	-2%	5%	3%	2%	-13
CCOC(=O)CSc1ccccn1	4%	2	10	-0.1	7%	4%	0%	?	1
Cc1cc(C)c(NC(=O)COC(=O)C2CCN(c3ccc(C(F)(F)F)cn3)CC2)c(Cl)c1	-7%	5	0	-1.7	1%	5%	15%	-6%	16
CC1(C(=O)Nc2ccc3c(c2)OCCO3)CN(S(C)(=O)=O)CC(=O)N1CC(F)(F)F (stereo unspecified)	3%	-5	7	-0.2	/	2%	11%	1%	8
Cc1cc(NC(=O)CCC(=O)N(Cc2cccs2)C(C)(C)C(=O)NC2CCCCC2)no1	7%	-9	-12	0.6	6%	-7%	1%	-12%	-3
COc1ccc(C2C(C(=O)NCc3ccccn3)CCC(=O)N2c2cc(OC)c(OC)c(OC)c2)cc1 (stereo unspecified)	3%	16	8	0.7	4%	7%	4%	2%	-7
COC1OCC(O)C(OC(=O)c2ccccc2)C1OC(=O)c1ccccc1 (stereo unspecified)	1%	9	8	-0.8	6%	-19%	?	-1%	3
Cc1ccccc1OCC(=O)Nc1cc(Cl)ccc1Oc1ccccc1	0%	7	2	0.3	0%	34%[activator]	-12%	4%	-2
N=c1nc(-c2ccccc2)ccn1O	4%	1	4	1.6	-5%	-19%	2%	-3%	0

The closing seven compounds of the section before are carried over, then new ones follow:
SMILES	WRN helicase inh	D3 ag	DRD3 antagonist	IL2 activator	GLP-1R agonist	GLP1R cytotox	GLP-1R inv ag	PLK1 PBD inh	PI5P4K alpha inh
Cc1cc(C)c(NC(=O)COC(=O)C2CCN(c3ccc(C(F)(F)F)cn3)CC2)c(Cl)c1	-7%	5	0	-1.7	1%	5%	15%	-6%	16
CC1(C(=O)Nc2ccc3c(c2)OCCO3)CN(S(C)(=O)=O)CC(=O)N1CC(F)(F)F (stereo unspecified)	3%	-5	7	-0.2	/	2%	11%	1%	8
Cc1cc(NC(=O)CCC(=O)N(Cc2cccs2)C(C)(C)C(=O)NC2CCCCC2)no1	7%	-9	-12	0.6	6%	-7%	1%	-12%	-3
COc1ccc(C2C(C(=O)NCc3ccccn3)CCC(=O)N2c2cc(OC)c(OC)c(OC)c2)cc1 (stereo unspecified)	3%	16	8	0.7	4%	7%	4%	2%	-7
COC1OCC(O)C(OC(=O)c2ccccc2)C1OC(=O)c1ccccc1 (stereo unspecified)	1%	9	8	-0.8	6%	-19%	?	-1%	3
Cc1ccccc1OCC(=O)Nc1cc(Cl)ccc1Oc1ccccc1	0%	7	2	0.3	0%	34%[activator]	-12%	4%	-2
N=c1nc(-c2ccccc2)ccn1O	4%	1	4	1.6	-5%	-19%	2%	-3%	0
CCOc1ccc2oc(C(=O)N3CC(C)OC(C)C3)c(C)c2c1 (stereo unspecified)	-5%	-6	-3	-1.7	-2%	2%	2%	-5%	0
Cc1cc2cc(CN(Cc3ccco3)C(=O)NCc3ccccc3)c(=O)[nH]c2cc1C	-6%	1	32	-0.1	-6%	3%	-8%	-2%	11
Cc1nc(-c2ccc(F)cc2)c(CC(=O)N2CCN(S(=O)(=O)c3ccccc3Br)CC2)s1	-26%	5	-6	-3.4	7%	-3%	?	3%	6
COc1cc(OC)c(C(=O)OCC(=O)NCCc2ccccc2)cc1OC	0%	0	-9	-3.1	16%	-14%	0%	4%	0
COc1ccc(N=C2SC(C(=O)Nc3ccc(C(=O)O)cc3)CC(=O)N2Cc2cccs2)cc1 (stereo unspecified)	0%	1	-1	-0.2	3%	5%	18%	-12%	11
CCN(c1ccccc1)c1nc(Cl)nc2c1cnn2C	9%	-10	1	-0.7	?	-5%	?	-10%	2
O=C1NC[C@H](CCCCN2C[C@H](Cc3ccccc3)N(CCC3CCCCC3)C(=O)C2=O)N(CC2CCCCC2)C1=O	-1%	2	22	-0.4	-2%	-7%	24%	-7%	8
c1cc2c3c(cccc3c1)NC(c1ccc3c(c1)OCO3)N2	-5%	6	1	-0.3	-8%	?	19%	?	-6
COc1ccc(C(=O)N2CCCC2(C)C(=O)O)cc1C(F)(F)F (stereo unspecified)	5%	-5	?	0.4	-6%	3%	-25%	-10%	-87*
CCOC(=O)C1CN(C(=O)OCC)CC1=NNC(N)=O (stereo unspecified)	1%	1	7	-0.3	-2%	-2%	8%	0%	-4
COC(OC)C1(CCc2ccccc2)NC(=O)NC1=O (stereo unspecified)	2%	0	-20	0.4	0%	2%	1%	-5%	0
CCc1ccc(Cc2cnc(NC(=O)C3=NCCN3)s2)cc1	-4%	5	2	-3.7	2%	-4%	4%	-2%	1
Cc1c(C(=O)NCc2ccc(Cl)c(Cl)c2)sc(=O)n1Cc1ccccc1F	-6%[57.1 µM]	0	14	0.2	9%	-9%	?	-4%	15
Cc1ccc(CN(CC(=O)NCC2CCCO2)S(=O)(=O)c2ccc(C)cc2)cc1 (stereo unspecified)	-3%[57.1 µM]	6	1	0.1	8%	0%	-25%	-6%	4
CCN(CC)CCCNC(=O)c1nn(-c2ccccc2OC)c(=O)c2ccccc12	-6%	-4	-13	-0.1	10%	10%	?	-6%	9
Cc1ccccc1CNC(=O)c1ccccc1SCC(=O)NCc1ccco1	-1%	-8	3	2.0	6%	1%	0%	-3%	0
O=C(NCc1ccco1)C(=S)N1CCCC1	-1%	4	9	0.0	-1%	0%	16%	-7%	8
CC1Cc2ccccc2N1C(=O)COC(=O)c1ccc(Cl)nc1 (stereo unspecified)	3%	1	15	-0.4	0%	5%[7.66 µM]	5%[7.66 µM]	3%	5
NC(=O)c1sc2cc(C(F)(F)F)cnc2c1-c1ccccc1	12%	1	0	-3.0	31%	-5%	24%	-11%	-2
COc1ccc(C2=Nn3c(nnc3-c3cccnc3)SC2)cc1	2%	-4	-11	-2.5	26%	-6%	0%	-7%	/
CC1CCCN(S(=O)(=O)c2ccc(NC(=O)[C@@H]3CCCN3C(=O)c3cccs3)cc2)C1 (stereo partly specified)	-5%	-1	0	0.8	-3%	-33%	-17%	4%	-2
FC(F)(F)c1cccc(N2CCN(CC3CC4C=CC3C4)CC2)c1 (stereo unspecified)	-2%[57.1 µM]	-23	-72*	-1.4	-7%	-19%	0%	-26%	/
COc1ccc(C)cc1NC(=O)CCNC(=O)c1ccco1	-31%	-7	0	2.7	11%	17%	16%	-10%	0
CCn1c2c(c(C)cc1=O)C(=O)CC(C)(C)C2	8%	3	2	-4.8	1%	-15%	0%	3%	2
CCN(CC)C(=O)CSc1nc(O)c(Cc2ccccc2)c(=O)n1-c1ccccc1C	3%	10	10	0.6	0%	-2%	-3%	-12%	-1

3 entries from above, bar-delimited:
Structure | WRN helicase inh | D3 ag | DRD3 antagonist | IL2 activator | GLP-1R agonist | GLP1R cytotox | GLP-1R inv ag | PLK1 PBD inh | PI5P4K alpha inh
COc1ccc(C)cc1NC(=O)CCNC(=O)c1ccco1 | -31% | -7 | 0 | 2.7 | 11% | 17% | 16% | -10% | 0
CCn1c2c(c(C)cc1=O)C(=O)CC(C)(C)C2 | 8% | 3 | 2 | -4.8 | 1% | -15% | 0% | 3% | 2
CCN(CC)C(=O)CSc1nc(O)c(Cc2ccccc2)c(=O)n1-c1ccccc1C | 3% | 10 | 10 | 0.6 | 0% | -2% | -3% | -12% | -1
